Assay outcomes: PubChem, several laboratories
NPR1 activator: GC-A (human) enzyme activation | activation, % at 10 µM | HEK293 GC-A cells, cGMP TR-FRET, EC30 ANP; 0% at EC30 ANP, 100% saturating ANP | hit rate 0.14% among 370,000; in the data active means activation above about 40%
SMARCA2 act: activators of SMARCA2 function; activation, % at 9.1 µM; hit rate 1% among 370,000; MG213 cells, MMTV-luciferase reporter, dexamethasone, overnight; in the data active means activation above about 7.8%;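 further: 0% = vehicle wells and 100% = reference activator wells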
ASAP1 inh: blocks human ASAP1-stimulated Arf1 GTP hydrolysis | Q9ULH1 | GDP FP detection | inhibition, % at 16.5 µM | hit rate 0.19% among 360,000; in the data active means inhibition above about 25%;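 further: 0% = vehicle with enzyme and substrate and 100% = no enzyme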
HTRA1 inhibitor: inhibitors of human serine peptidase HTRA1; Q92743; recombinant HTRA1, FP-rhodamine activity-based probe, fluorescence polarization; inhibition, % at 5.96 µM; hit rate 0.5% among 340,000; in the data active means inhibition above about 36%;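 further: 0% = enzyme with DMSO and 100% = wells lacking enzyme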
Target sequence (Q92743 whole entry, looked up): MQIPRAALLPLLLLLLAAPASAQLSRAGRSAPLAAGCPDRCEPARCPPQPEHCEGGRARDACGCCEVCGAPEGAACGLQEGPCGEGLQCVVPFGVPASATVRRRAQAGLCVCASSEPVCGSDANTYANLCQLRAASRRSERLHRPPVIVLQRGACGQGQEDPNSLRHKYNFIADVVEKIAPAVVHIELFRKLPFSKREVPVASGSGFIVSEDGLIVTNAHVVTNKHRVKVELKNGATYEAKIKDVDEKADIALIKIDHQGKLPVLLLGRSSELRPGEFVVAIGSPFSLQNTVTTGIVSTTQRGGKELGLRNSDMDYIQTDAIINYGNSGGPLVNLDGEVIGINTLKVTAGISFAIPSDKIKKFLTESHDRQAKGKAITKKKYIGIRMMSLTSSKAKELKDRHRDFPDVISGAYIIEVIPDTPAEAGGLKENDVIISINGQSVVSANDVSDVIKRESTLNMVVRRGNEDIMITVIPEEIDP
ARFGAP1 inh: inhibits rat ARF GTPase activating protein 1; Q62848; Arfgap1-stimulated ARF1 GTP hydrolysis, GDP FP detection; inhibition, % at 16.5 µM; hit rate 0.26% among 360,000; AID 651572;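 active means inhibition above a per-plate limit, mean inhibition of low control wells plus 3 SD, cut at about 25% in these data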;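 further: 0% = DMSO wells with enzyme and 100% = wells lacking Arfgap1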
Target sequence (Q62848 1-136 limits assumed): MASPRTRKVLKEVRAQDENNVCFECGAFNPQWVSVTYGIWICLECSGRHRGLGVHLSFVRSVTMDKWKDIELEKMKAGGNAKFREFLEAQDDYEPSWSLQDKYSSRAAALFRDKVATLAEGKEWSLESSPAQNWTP
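Material: rat Arfgap1 GAP domain (His6, aa 1-136), purified enzyme. Also added: human ARF1(Δ1-17)-GTP substrate. Compound dosing: 16.5 µM single point, 1.26% DMSO. Timing: enzyme reaction 120 min at 25 °C after 20 min preincubation. Signal: GDP detection by fluorescence polarization. Read-out basis: percent inhibition of GAP-stimulated GDP formation, scaled between DMSO and no-Arfgap1 medians.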
GC-B act: GC-B (human) receptor activation | HEK293-GC-B cells, CNP EC30, cGMP TR-FRET; 0% at EC30 CNP, 100% saturating CNP | activation, % at 10 µM | hit rate 0.11% among 370,000 | AID 1920062;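 active means activation at 10 µM reaching about 35% in either raw or pattern-adjusted values, limit read from the data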
ABHD4 inh: inhibits mouse alpha/beta hydrolase domain 4; Q8VD66; purified mABHD4, FP-Rh probe fluorescence polarization; inhibition, % at 8.92 µM; hit rate 0.54% among 370,000;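 active means inhibition exceeding the mean over every tested compound plus 3 SD, cut at about 30% in these data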;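 further: 0% = plate median of compound wells and 100% = S159A mutant with DMSO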
Target sequence (Q8VD66 whole entry, looked up, the tested form may be a part): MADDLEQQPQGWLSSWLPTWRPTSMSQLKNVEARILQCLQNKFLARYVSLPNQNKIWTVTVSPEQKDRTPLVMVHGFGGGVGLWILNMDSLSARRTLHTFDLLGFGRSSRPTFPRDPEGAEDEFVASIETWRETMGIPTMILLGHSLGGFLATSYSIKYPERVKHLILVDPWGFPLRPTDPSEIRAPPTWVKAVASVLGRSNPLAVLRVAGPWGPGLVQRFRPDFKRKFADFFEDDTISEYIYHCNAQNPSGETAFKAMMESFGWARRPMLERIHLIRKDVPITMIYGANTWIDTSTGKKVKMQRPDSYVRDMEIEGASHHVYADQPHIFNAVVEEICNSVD
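system = mouse ABHD4 enzyme, wild type | medium = HEPES pH 7.0, NaCl, Pluronic buffer | also added = FP-Rh probe | incubation = Enzyme–compound pre-incubation 45 min, then probe 60 min, both 25 °C | technique = fluorescence polarization, excitation 525 nm, emission 598 nm, BODIPY TMR filters | controls = S159A mutant high control, sample median low control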
PG9 binder: binds the HIV-1 gp120 antibody PG9. TR-FRET gp120-PG9 antibody binding. inhibition, % at 6.7 µM. hit rate 0.43% among 360,000. AID 624416; in the data active means inhibition above about 8.5%
rCAG binder: binds r(CAG) RNA repeats; r(CAG) RNA repeat, TO-PRO-1 dye displacement fluorescence; inhibition, % at 3 µM; AID 651821; hit rate 1.3% among 370,000;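 active means inhibition above the plate cutoff, the mean of all test compounds on that plate plus 3 SD, cut at about 35% in these data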;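 further: 0% = DMSO alone and 100% = 100 µM mitoxantrone as full dye displacement; higher means more dye released from RNA so lower well fluorescence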
NR1D1 modulator: Rev-erb alpha (human) modulation | Rev-erbα–FITC-DNA binding, fluorescence polarization, 90 min | hit rate 0.79% among 370,000 | AID 1259318 | P20393 | activity, % at 10 µM;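 active means activity above about 14%, limit read from the data; passing the limit was not always enough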;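 further: 0% = DMSO wells with 35 nM protein and 100% = DMSO wells with 750 nM protein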
Active calls of the source: *; x = no result given.

SMILES	NPR1 activator	SMARCA2 act	ASAP1 inh	HTRA1 inhibitor	ARFGAP1 inh	GC-B act	ABHD4 inh	PG9 binder	rCAG binder	NR1D1 modulator
C=CCC[C@@H](CCCCC)OC(=O)/C=C/[C@@H](O)[C@H](O)C[C@H](O)CC=C	-4	-6	27*	x	4	-3	-23	1.6	-2	2
c1cn2cc(CSC3CCCCC3)nc2s1	-1	3	10	0	5	0	-1	3.9	9	-4
CCN(CC)S(=O)(=O)c1ccc(N2CCOCC2)c(NC(=O)c2cccc3ccccc23)c1	-3	-2	-5	-23	15	-4	7	-1.5	-1	-4
COc1ccc(N2CCN(C(=O)CN3C(=O)c4ccccc4S3(=O)=O)CC2)cc1	1	-4	11	4	3	0	0	-2.1	-1	-1
C#CCNC(=O)C[C@@H]1C[C@@]2(C(=O)OCC)CCCC=C2N(Cc2ccc(Cl)cc2Cl)C1=O	-8	-4	5	x	9	-5	-6	-1.4	1	2
COc1cc(S(=O)(=O)Nc2cccnc2)ccc1Cl	3	-1	-1	7	0	5	-4	-2.7	0	0
O=C(NCc1cccc(F)c1)C1CCC(=O)N(CCCN2CCOCC2)C1 (stereo unspecified)	2	-3	-17	-1	-9	-8	3	4.5	-1	2
CCN1CCC2(CCN(C(=O)c3cc(COc4cc(C)ccc4C)on3)C2)C1 (stereo unspecified)	2	2	-8	-3	1	-4	2	-1.7	-4	2
CCN1C(=O)C2CCCCN2c2ccc(C(=O)NCCOC)cc21 (stereo unspecified)	-2	-1	3	-3	16	2	-6	0.5	0	8
COc1ccc(C(C(=O)Nc2ccc(F)cc2)N(C(=O)Cn2nnc3ccccc32)C2CC2)cc1 (stereo unspecified)	-3	-2	-2	-13	0	1	-6	0.8	-2	3
CCOC(=O)c1cc(-c2ccc(Cl)s2)[nH]n1	9	0	2	-1	-7	-3	1	-0.1	0	-1
COc1ccc(NC(=O)Cn2nnc(C(=O)Nc3ccc(F)c(Cl)c3)c2N)cc1OC	9	-2	3	-2	8	1	1	-0.6	4	-10
C=CCn1c(=O)c2ccc(C(=O)NCc3ccccc3)cc2n(Cc2ccccc2Cl)c1=O	27	4	-13	-1	4	25	5	1.1	3	5
O=C(CCC(=O)Nc1cccc([N+](=O)[O-])c1)N/N=C/c1cccs1	1	1	-1	-2	2	-4	-1	-0.9	3	-4
CCN(CC)CCN1C(=O)C(O)=C(C(=O)c2cc3ccccc3o2)C1c1cccnc1 (stereo unspecified)	8	1	1	-4	-11	-4	5	24*	2	4
O=C(NCc1ccccc1Cl)c1cccc(C(F)(F)F)c1	-1	0	12	-9	-4	-5	-12	-2.3	-1	5
CC1CCCC(NC(=O)c2ccc3c(c2)OCO3)C1C (stereo unspecified)	1	5	11	-2	4	-3	-2	-0.1	-3	-6
O=C1N/C(=C/c2cccs2)C(=O)N1Cc1ccc(Br)cc1	0	-1	-9	1	-2	-4	2	1.3	0	-7
Cc1cccc(N2CCN(C(=O)COc3ccc4c(c3)CCC4)CC2)c1C	2	-2	-8	-15	-1	2	-2	-2.0	5	-1
CCOC(=O)c1cnn2c(C(F)(F)F)cc(-c3cn(C)nc3C)nc12	7	-1	-3	-8	-18	-8	-5	-1.7	-1	-1
Cc1ccc2nc(NC(=O)CN3CCN(c4ccccn4)CC3)sc2c1	11	-2	6	2	3	-9	10	-2.4	-4	-1
CC1CCCCC1NC(=O)c1cc2ccccc2o1 (stereo unspecified)	3	2	-1	-6	0	-3	1	-3.4	4	0
Cc1ccc(NC(=O)CCC(=O)NNC(=O)c2cccc([N+](=O)[O-])c2)cc1C	-5	-1	2	0	1	-2	2	-2.2	0	0
CCC1([N+](=O)[O-])COC(C=Cc2ccccc2)OC1 (stereo unspecified)	5	9.7*	3	-1	10	0	2	-1.8	0	-7
COC(=O)C1C(c2ccc(OC)c(OC)c2)NC(c2ccc(OC)c(OC)c2)C(C(=O)OC)S1(=O)=O (stereo unspecified)	-6	0	-11	1	-6	-3	-6	-1.9	0	-7

Ordered by number of heavy atoms (low to high): 5 of the compounds above
SMILES	NPR1 activator	SMARCA2 act	ASAP1 inh	HTRA1 inhibitor	ARFGAP1 inh	GC-B act	ABHD4 inh	PG9 binder	rCAG binder	NR1D1 modulator
CCOC(=O)c1cc(-c2ccc(Cl)s2)[nH]n1	9	0	2	-1	-7	-3	1	-0.1	0	-1
Cc1ccc2nc(NC(=O)CN3CCN(c4ccccn4)CC3)sc2c1	11	-2	6	2	3	-9	10	-2.4	-4	-1
Cc1cccc(N2CCN(C(=O)COc3ccc4c(c3)CCC4)CC2)c1C	2	-2	-8	-15	-1	2	-2	-2.0	5	-1
COc1ccc(N2CCN(C(=O)CN3C(=O)c4ccccc4S3(=O)=O)CC2)cc1	1	-4	11	4	3	0	0	-2.1	-1	-1
COC(=O)C1C(c2ccc(OC)c(OC)c2)NC(c2ccc(OC)c(OC)c2)C(C(=O)OC)S1(=O)=O (stereo unspecified)	-6	0	-11	1	-6	-3	-6	-1.9	0	-7

The list goes on:
SMILES	NPR1 activator	SMARCA2 act	ASAP1 inh	HTRA1 inhibitor	ARFGAP1 inh	GC-B act	ABHD4 inh	PG9 binder	rCAG binder	NR1D1 modulator
COc1ccc(NS(=O)(=O)c2ccc(NC(=S)NC(=O)c3ccc(Br)cc3)cc2)nn1	0	-1	13	-5	-4	-3	-1	0.7	29	-4
C=CCn1c(SCC(=O)N2CCCCC2)nc(O)cc1=O	3	-4	-6	-7	-2	-5	3	2.8	0	2
COc1cc(CC(=O)N2CCN(S(=O)(=O)c3ccc(C)cc3)CC2)cc(OC)c1OC	-2	-1	5	3	-1	-7	4	4.0	4	-4
O=C(CN1C(=O)C2CCCCC2C1=O)OCC(=O)c1ccc(F)cc1 (stereo unspecified)	7	-1	7	6	8	5	3	-0.1	0	4
CC1CCCC(C)N1CCCNC(=O)CCn1c(=O)c2cccn2c2cccnc21 (stereo unspecified)	3	6	-9	9	8	-2	4	-1.9	0	-2
O=C(Nc1ccccc1)c1nnsc1S(=O)c1ccc(Cl)cc1 (stereo unspecified)	39	4	-11	-29	10	9	0	1.4	-2	-2
COc1cccc(/C=N/NC(=O)c2ccc(CN3c4cccc5cccc(c45)S3(=O)=O)cc2)c1	-2	-2	6	-25	6	-8	-10	0.1	8	6
CC(C)NC(=O)CC(=O)N/N=C/c1ccccc1F	2	-2	-8	-2	7	1	3	-1.2	1	2
CCCCCN(C(=O)CCC(=O)OCc1ccc(C(C)C)cc1)c1c(N)n(CCCC)c(=O)[nH]c1=O	-5	1	-11	-3	3	-5	3	0.9	-1	-6
COc1ccc(CN(C)C(=O)CCN=C2NS(=O)(=O)c3ccccc32)c(OC)c1	1	0	-3	-6	-11	4	2	0.3	1	-3
Cc1ccc([N+](=O)[O-])cc1NC(=O)CNC1CCCCC1	3	-1	-4	4	-9	2	-8	-2.1	0	5
Cn1c(=O)c2sccc2n2c(CCCC(=O)Nc3ccccc3)nnc12	1	4	2	-2	-3	-10	5	0.3	-2	-1
COc1ccc(C(=O)Nc2ccc(C(=O)NCCc3ccc(OC)c(OC)c3)cc2)cc1	6	0	1	-5	-8	4	0	-1.6	7	-5
O=C(CN1C(=O)CCSc2ccccc21)Nc1cccc(F)c1	-4	0	7	-6	-4	3	-2	-2.5	-4	-3
CCN(CC(=O)Nc1ccc(Cl)c(S(=O)(=O)N(C)C)c1)Cc1nc2ccccc2c(=O)[nH]1	-1	-3	4	-6	10	-3	4	-1.7	6	-1
CC(C)(C)OC(=O)N1CCC(C(=O)Nc2ccc(C(=O)NC3CC3)cc2)CC1	1	-1	-7	-1	0	8	0	-1.0	0	-2
O=C(N/N=C1\CCS(=O)(=O)c2ccc(F)cc21)c1ccc(O)cc1	-5	0	-2	0	8	-6	3	-1.0	0	-4
CCC1(c2ccccc2)NC(=O)N(CC(=O)NCc2ccccc2OC)C1=O (stereo unspecified)	0	-4	1	2	5	4	5	-0.1	-2	3
CCOC(=O)Cn1nnc(-c2ccc(SC)cc2)n1	6	-1	-12	2	3	-2	-14	-0.9	3	-7
COc1ccccc1C(C)NC(=O)c1ccccc1SCC(=O)N1CCCC1 (stereo unspecified)	-3	-2	-6	0	2	1	6	-0.4	-6	0
COc1ccc(OCCSc2nc3ccccc3n2CCC(=O)O)cc1	0	-2	-6	-3	-3	-10	-5	-1.4	7	-1
Cc1ccc(C)c(S(=O)(=O)N2CCN(C(=O)c3ccc4ccccc4n3)CC2)c1	1	3	-3	-9	-4	6	-2	-0.5	-1	5
CS(=O)(=O)N(CC(=O)Nc1ccc2c(c1)OCO2)Cc1ccc(Cl)cc1	1	2	8	3	4	1	-2	-0.2	2	-6
Cc1nc2nc(-c3ccccc3)nn2c(C)c1C	7	6	-14	2	-3	-4	0	2.2	1	1
CCC(C)(C)C1CCC2(CC1)NC(=O)N(CC(=O)NCCCc1ccccc1)C2=O (stereo unspecified)	-3	1	-8	-15	8	0	-8	-1.5	-5	0

More results follow.
SMILES	NPR1 activator	SMARCA2 act	ASAP1 inh	HTRA1 inhibitor	ARFGAP1 inh	GC-B act	ABHD4 inh	PG9 binder	rCAG binder	NR1D1 modulator
COC1=C(Nc2ccc(OC)cc2)C(=O)c2ccccc2C1=O	-6	-1	14	18	3	-5	4	-17	-2	2
Cc1ccc(Cn2ccc(C3CC3)n2)cc1	2	3	-8	2	9	9	1	1.1	-4	-4
COc1cccc2cc(C(=O)C3=C(O)C(=O)N(c4cc(C)on4)C3c3cccs3)oc12 (stereo unspecified)	4	-1	-3	-7	-6	11	25	4.2	44*	1
CC(=O)Nc1ccc(NC(=O)C(C)OC(=O)C2CC3C=CC2C3)cc1 (stereo unspecified)	2	-1	4	3	6	-11	2	-0.2	0	1
C/C=C1\COC(C(=O)NCc2cccc(OC)c2OC)(C(F)(F)F)C=C1C=C1CCCCC1 (stereo unspecified)	-3	-1	4	-40	16	2	27	-0.1	-4	3
O=C1Nc2ccccc2N(O)N1c1ccc(S(=O)(=O)Nc2ccccn2)cc1	-1	0	8	4	1	-2	0	-1.3	2	6
Cc1c(NC(=O)CCSc2ccc(Cl)cc2)c(=O)n(-c2ccccc2)n1C	-3	0	8	5	-3	-1	6	1.1	-6	-5
Cc1cc(NC(=O)c2ccc3c(c2)C(=O)N(Cc2ccccc2)C3=O)no1	1	-4	-4	8	-3	8	7	-0.2	-5	-3
C=CCOC(=O)/C(=C\c1ccccc1)NC(=O)c1ccc(C)cc1	-1	6	-9	-8	-16	0	-6	-1.4	-5	5
COc1ccc(-n2cnc3cc(C(=O)NC4CCCC4)ccc32)cc1	0	-3	11	-4	-2	3	9	0.7	-3	-5
O=C(Cn1ccc(=O)[nH]c1=O)Nc1ccc(C(=O)O)c(O)c1	-3	2	2	5	0	1	1	-0.4	2	-10
O=C(Nc1ccc(Cl)cn1)c1ccc2nccnc2c1	0	3	-14	-4	-19	-6	-8	-1.7	6	8
CCN1CCCC(OC(=O)c2cc(-c3ccccc3Cl)nc3ccccc23)C1 (stereo unspecified)	0	0	-3	-17	12	10	2	-3.1	-8	-3
CC(C)c1ccc(NC(=O)C2(C)Cc3c(-c4cccc(C(F)(F)F)c4)ccnc3O2)cc1 (stereo unspecified)	-3	1	10	x	20	3	6	0.7	7	10
Cc1ccc(N2C(=O)CC(C)CC2=O)cc1	7	-1	-11	-1	10	0	3	0.5	2	-1

The order is random; any-hit rate near 4.4%.
